High-throughput results deposited in PubChem by Emory University Molecular Libraries Screening Center.
EP2 modulator = EP2 receptor (human) modulation | P43116 | EP2-expressing cells, cAMP HTRF FRET, PGE2 co-stimulation | induction, % at 25 µM | 260,000 compounds, 0.83% hits;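 active = compounds whose cAMP rise, as percent of the full-agonist control response, exceeds 60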;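 also: rat C6 glioma line stably carrying human EP2 under a CMV promoter; the protocol text gives 20 µM as final concentration; 100% = response of wells given 1 µM PGE2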
Target sequence (P43116 whole entry, looked up): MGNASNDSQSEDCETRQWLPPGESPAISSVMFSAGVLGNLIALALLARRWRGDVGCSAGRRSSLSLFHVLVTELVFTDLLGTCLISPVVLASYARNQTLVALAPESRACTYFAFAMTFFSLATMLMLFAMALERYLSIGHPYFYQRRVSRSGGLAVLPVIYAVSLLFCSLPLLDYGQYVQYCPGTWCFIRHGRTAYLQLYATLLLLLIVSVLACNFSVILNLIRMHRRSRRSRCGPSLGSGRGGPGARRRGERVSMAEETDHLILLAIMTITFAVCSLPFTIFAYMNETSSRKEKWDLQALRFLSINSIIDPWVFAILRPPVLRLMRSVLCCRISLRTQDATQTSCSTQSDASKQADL
EP2 antag = inhibitors of human EP2 prostaglandin E2 receptor; C6 glioma cells expressing human EP2, cAMP TR-FRET; cells stimulated with saturating PGE2; P43116; 260,000 compounds, 0.52% hits; inhibition, % at 25 µM;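 active = percent inhibition above 40 after rounding to a whole number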;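 also: rat C6 glioma host cells with rolipram phosphodiesterase inhibitor present; the protocol text gives 20 µM as final concentration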
* marks the source's active call; other numbers are inactive results.

SMILES | EP2 modulator | EP2 antag
C=CCN1C(=O)C2(C(C#N)=C(N)Oc3n[nH]c(COC)c32)c2ccccc21 (stereo unspecified) | -15 | 10
OC(CN1CCC(O)(c2cccc(C(F)(F)F)c2)CC1)c1ccc(F)cc1 (stereo unspecified) | -67 | 7
C=CCNC(=O)c1c(NC(=O)COc2ccccc2C)sc2c1CCCC2 | -14 | 3
O=C(Nc1cccc(C(F)(F)F)c1)c1snc2c(=O)[nH]cnc12 | -13 | 6
CCC(=O)N(Cc1cccnc1)Cc1cc2cc3c(cc2[nH]c1=O)OCCO3 | 8 | 3
CCCC(=O)Nc1ccc(NC(=O)CSc2nnc(-c3ccncc3)n2C)cc1 | -15 | 19
CC1CCCC(C)N1C(=O)Cc1cccs1 (stereo unspecified) | -4 | 9
CCCn1nnc(NC(=O)c2ccccc2OC)n1 | -10 | 11
C=CCn1c(SCC(O)CO)nc2c1c(=O)n(C)c(=O)n2C (stereo unspecified) | -14 | 6
CC(C)c1nnc(SCC(=O)Nc2cccc3ccccc23)n1C | -33 | 5
O=C(Nc1ccc(S(=O)(=O)Nc2ccc(Cl)cc2)cc1)c1ccco1 | -111 | 23
O=C(c1ccccc1)N1CCN(C(=O)c2cccc3ccccc23)CC1 | -21 | 18
Cc1ccc(C(=O)C2CCN(CC(=O)NCc3ccco3)CC2)cc1 | -1 | 15
c1cc2c3c(cccc3c1)-c1nc3c(ccc4nsnc43)nc1-2 | -11 | 13
Cc1cc(C)c2cc(C#N)c(SCC(=O)Nc3cc(C)on3)nc2c1 | 20 | 19
CC(=O)O[C@]1(C)CC[C@@]23CC1C(C)(C)[C@@H]2CC[C@H]3C | 49 | 12
CC(=O)O[C@@H]1CC2C(C)(C)[C@@H](O)CC[C@]2(C)C2CC[C@@]3(C)[C@H](c4ccoc4)OC(=O)[C@H]4O[C@]43[C@@]21C (stereo partly specified) | -3 | 9
CC(C)(C)c1[nH]nc2c1C(c1c(F)cccc1F)C(C#N)=C(N)O2 (stereo unspecified) | 24 | 8
COc1ccc(S(=O)(=O)N(Cc2ccc3c(c2)OCO3)Cc2cc3cccc(C)c3[nH]c2=O)cc1 | -17 | 6
CC(=O)N(C)c1nnc(-c2ccc(C)cc2)s1 | -45 | 10
COc1ccc(C(c2nnnn2CCc2ccc(OC)c(OC)c2)N2CCN(C)CC2)cc1 (stereo unspecified) | 6 | 10
Nc1cc(-c2cccs2)nn(CC(=O)Nc2ccccc2F)c1=O | -84 | 4
COc1ccc(C)cc1NC(=O)CSc1nc2cc(C)c(C)cc2cc1C | 52 | 13
O=C(C1CC(c2c(F)cccc2Cl)=NO1)N1CCCCC1 (stereo unspecified) | -26 | 9
O=C(O)c1cc(-c2ccc(F)cc2)n[nH]1 | 0 | 6
CCC(C(=O)NC(C)c1nc(-c2ccncc2)n[nH]1)c1ccccc1 (stereo unspecified) | -4 | 7
Cc1ccc(NC(=O)CSc2nnnn2-c2ccc3c(c2)OCCO3)cc1 | -41 | 14
Cc1ccc(F)c(NC(=O)CSc2nc(-c3ccco3)cc(C(F)(F)F)n2)c1 | -98 | 6
O=C(NCc1cccs1)C1CCCN1C(=O)Nc1ccccc1F (stereo unspecified) | 5 | 7
NC(=O)C[n+]1cccc(C(=O)Nc2ccccc2)c1 | -6 | 5
CCn1c(C)[n+](CC)c2ccc(Cl)cc21 | -6 | 11
O=C(COc1ccc2ccccc2c1)Nc1ncn[nH]1 | -11 | 8
CCOC(=O)CSc1ncccc1-c1nc2ccccc2[nH]1 | -25 | 16
Cc1cc(C)cc(C(=O)N2CCN(C)CC2)c1 | -12 | 9
O=C(CSc1nnnn1-c1cccc(F)c1)N1CCc2ccccc21 | -30 | 12
COc1ccc(NC(=O)CSc2ncc(-c3ccccc3)n2C)c(OC)c1 | -55 | 13
CC[C@H](Cn1nc(-c2ccoc2C)oc1=O)NC(=O)C1CCCC1 | -6 | 8
CCC(=O)Nc1ccc(NC(=O)CSc2nnc(C3CC3)n2C)cc1 | -47 | 10
CC(=O)NC1(c2ccc(F)cc2)CCN(Cc2cccc(-n3nc(C)cc3C)c2)CC1 | -41 | 10
O=C(CSc1ccc(-c2ccc(F)cc2)nn1)N1CCCC1 | -28 | 6
Nc1nccc(Nc2ccc(S(N)(=O)=O)cc2)n1 | 5 | 13
Cc1ccc(-c2nnn(CC(=O)N(CC(=O)NC3CCCC3)c3cccc(C(F)(F)F)c3)n2)o1 | -17 | 9
CCC(c1nnnn1C(C)(C)C)N(CCc1ccccc1)Cc1cc2cc(C)ccc2[nH]c1=O (stereo unspecified) | 60 | 28
O=C(CSc1nnc2c(n1)[nH]c1ccccc12)Nc1cccc(C(=O)O)c1 | -50 | 17
Cc1cc(C)nc(SCc2nnc(SCC(=O)N3CCCCC3C)n2Cc2ccco2)n1 (stereo unspecified) | 13 | 5
N#CC1=C(N)C(C#N)(C#N)C(c2ccoc2)C2CN(Cc3ccccc3)CC=C12 (stereo unspecified) | -27 | 13
CSc1nc(NN)c2c3c(sc2n1)CCCC3 | -76 | 19
CCC1(C)CC2(CCCN(CC#CCN3CCOCC3)C2)CCO1 (stereo unspecified) | 1 | 11
CCc1ccc2[nH]c(=O)c(CN(Cc3cccs3)S(=O)(=O)c3ccccc3F)cc2c1 | -47 | 9
CCc1nn(CC(=O)NCc2cccs2)c(=O)c2cc3occc3n12 | -44 | 4
C=CCNC(=O)C1CCN(c2nc(OC)nc(OC)n2)CC1 | 0 | 4
COc1ccc2c(c1)OC[C@@H](Cc1ccc(OC)c(OC)c1)[C@H]2O | -13 | 9
Nc1nc(-c2ccc3ccccc3c2)cc(-c2cc(-c3ccc4ccccc4c3)nc(N)n2)n1 | 6 | 51*
COc1ccc(C2(O)CCN(CC(O)c3ccc4c(c3)CCC4)CC2)cc1 (stereo unspecified) | -59 | 0
Cc1ccc2cc(CN(C(=O)Nc3ccccc3F)C3CCCC3)c(=O)[nH]c2c1 | -18 | 12
Cc1nc(SCC(=O)Nc2cccc(Cl)c2Cl)[nH]c(=O)c1C | -23 | 12
Cc1nn(C)cc1CNC(=O)CSc1nc2c(c(C(F)(F)F)n1)CCc1ccccc1-2 | -82 | 9
O=C(O)c1ccc2c(c1C(=O)O)C(=O)OC2(c1ccc(O)cc1)c1ccc(O)cc1 | 20 | 44*
CCOc1ccccc1N(CC(=O)NC(C)(C)C)C(=O)CCC(=O)Nc1nccs1 | 15 | 7
CCOc1ccc(/C(O)=C2/C(=O)C(=O)NC2c2cc(OC)ccc2OC)cc1 (stereo unspecified) | -8 | 7
Remaining list, next part:
SMILES | EP2 modulator | EP2 antag
COc1cc(OC)cc(C(=O)N[C@H]2CCC(=O)NC2c2cccnc2)c1 (stereo partly specified) | -45 | 8
Cc1ccc(-c2nc(NC(=O)c3cccnc3)sc2C)cc1C | 10 | 9
CCC(=O)c1cn(CC(=O)N2C(C)CCCC2C)c2ccccc12 (stereo unspecified) | -123 | 14
O=c1c2ccc(Cl)c3c(Cl)ccc(c32)c2nc3ccccc3n12 | 8 | 13
CC1CN(Cc2nc3c([nH]2)c(=O)n(C)c(=O)n3C)CC(C)O1 (stereo unspecified) | -10 | 20
CS(=O)(=O)N1CCC(C(=O)NC2(c3ccc4c(c3)OCO4)CCCC2)CC1 | -28 | 8
C1CCc2c(c(N3CCOCC3)nc3sc4c(N5CCNCC5)nnnc4c23)C1 | -5 | 19
Cc1cc(-c2cc(N)c(=O)n(CC(=O)Nc3ccccc3OC(F)F)n2)c(C)o1 | -94 | 14
CCN1CCN(C(c2ccccc2F)c2nnnn2Cc2cccs2)CC1 (stereo unspecified) | -6 | 8
COc1ccc(C(=O)CSc2ncnc3sc4c(c23)CCCC4)cc1OC | 11 | 10
COc1ccc(CN(Cc2cc3ccc(C)cc3[nH]c2=O)C(=O)Nc2ccccc2OC)cc1 | -1 | 14
CS(=O)(=O)N1CCc2cc(C(O)CN3CCC4CCCCC4C3)ccc21 (stereo unspecified) | -19 | 3
CCc1nc2ccccc2n1CC(O)COc1ccccc1C (stereo unspecified) | -62 | 13
Cc1ccc(Cl)cc1NC(=O)CN1C(=O)c2cccc3cccc1c23 | -3 | 12
Cc1ccc2sc(C)[n+](C)c2c1C | 6 | 11
COc1ccc(S(=O)(=O)N(C)CC(=O)NCc2ccc3c(c2)OCO3)cc1 | -40 | 8
CN(C)CCN(Cc1ccncc1)Cc1cc(F)cc(F)c1 | 8 | 5
COc1ccccc1C1(NC(=O)Cn2cnc3ccccc32)CCCC1 | -30 | 4
CCN1C(=O)c2cccc3c(S(=O)(=O)NC(C(=O)O)C(C)C)ccc1c23 (stereo unspecified) | -17 | 9
CCN(CC)S(=O)(=O)c1ccc(NC(=O)CN2C(=O)c3cccc4cccc2c34)cc1 | -12 | 17
C=CCNC(=O)CSc1nnc(-c2ccoc2C)n1-c1ccccc1OCC | 6 | 12
O=C(CN1N=C(c2ccccc2)Cn2c(cc3ccccc32)C1=O)Nc1nccs1 | -23 | 4
COc1ccc(-n2ncc3c(=O)n(CC(=O)Nc4ccccc4C)cnc32)cc1 | 9 | 26
COc1ccc(CC(=O)N[C@H](Cn2nnc3ccccc32)C(C)C)cc1OC | -3 | 10
CC(=O)c1ccc(NC(=O)CN2CCC(n3cnc4cc(F)ccc43)CC2)cc1 | -14 | 9
Cc1ccc(C(C)C(=O)N2CCC(n3nnc4ccccc4c3=O)CC2)cc1 (stereo unspecified) | -12 | 11
COCCOc1cccc(CN2CCc3onc(-c4ccc(F)c(F)c4)c3C2)c1 | -49 | 10
C=C(C)CN1CCN(Cc2ccnn2C2CCCCO2)CC1 (stereo unspecified) | -13 | 4
Cn1c2ccc(F)cc2c2nnc(SCC(=O)NC(C)(C)C)nc21 | -22 | 6
Cc1ccccc1NC(=O)Cn1c(C)c(C#N)c2ccccc21 | -13 | 6
CCN1CCN(C(c2ccccc2Cl)c2nnnn2C(C)(C)C)CC1 (stereo unspecified) | 5 | 8
CC(C)(C)NC(=O)C(c1ccccn1)N(Cc1ccc(Cl)cc1)C(=O)c1csnn1 (stereo unspecified) | -41 | 11
CCC(CC)c1nnc(NC(=O)c2cccc(F)c2)s1 | -13 | 9
COc1ccc(NC(=O)COC(=O)c2ccco2)cc1 | 5 | 5
CCC(=O)N1CCN(c2ccc(NC(=O)C(C)(C)C)cc2)CC1 | 10 | 12
COc1cc2ccccc2cc1C(=O)Nc1cccc(NC(=O)c2cccs2)c1 | -64 | 10
Cc1cc(OCC(=O)Nc2cccc(NC(=O)c3cccs3)c2)ccc1Cl | -30 | 15
COc1ccc(-n2nnnc2SCC(=O)Nc2cc(Cl)ccc2Cl)cc1 | -11 | 8
COc1ccc2[nH]c(=O)c(CN(CCCO)C(=S)NCCCN(C)C)cc2c1 | -11 | 9
O=C1c2ccccc2C(=O)N1c1ccc(Cc2ccc(N3C(=O)c4ccccc4C3=O)cc2)cc1 | 15 | 49*
CCCc1cc(Nc2ccc(C)cc2)n2ncnc2n1 | -26 | 13
CN(C)Cc1cc(Cl)c(O)c(CN(C)C)c1 | -3 | 11
CC(O)CN(Cc1ccc2c(c1)OCO2)Cc1coc2ccccc2c1=O (stereo unspecified) | -10 | 6
CCOc1ccccc1NC(=O)Cn1cnc2sc(C)c(-c3ccc(F)cc3)c2c1=O | -4 | 5
O=C(CN1CCC(c2ccccc2F)CC1)NCc1ccco1 | -50 | 7

14 structures from above, sorted by number of heavy atoms, high to low.
SMILES | EP2 modulator | EP2 antag
CC(=O)O[C@@H]1CC2C(C)(C)[C@@H](O)CC[C@]2(C)C2CC[C@@]3(C)[C@H](c4ccoc4)OC(=O)[C@H]4O[C@]43[C@@]21C (stereo partly specified) | -3 | 9
Nc1nc(-c2ccc3ccccc3c2)cc(-c2cc(-c3ccc4ccccc4c3)nc(N)n2)n1 | 6 | 51*
CCOc1ccccc1NC(=O)Cn1cnc2sc(C)c(-c3ccc(F)cc3)c2c1=O | -4 | 5
CCOc1ccccc1N(CC(=O)NC(C)(C)C)C(=O)CCC(=O)Nc1nccs1 | 15 | 7
CCCC(=O)Nc1ccc(NC(=O)CSc2nnc(-c3ccncc3)n2C)cc1 | -15 | 19
Cc1ccc(C(C)C(=O)N2CCC(n3nnc4ccccc4c3=O)CC2)cc1 (stereo unspecified) | -12 | 11
C=CCN1C(=O)C2(C(C#N)=C(N)Oc3n[nH]c(COC)c32)c2ccccc21 (stereo unspecified) | -15 | 10
Cc1cc(C)c2cc(C#N)c(SCC(=O)Nc3cc(C)on3)nc2c1 | 20 | 19
CC(C)(C)c1[nH]nc2c1C(c1c(F)cccc1F)C(C#N)=C(N)O2 (stereo unspecified) | 24 | 8
CCc1nc2ccccc2n1CC(O)COc1ccccc1C (stereo unspecified) | -62 | 13
CN(C)CCN(Cc1ccncc1)Cc1cc(F)cc(F)c1 | 8 | 5
NC(=O)C[n+]1cccc(C(=O)Nc2ccccc2)c1 | -6 | 5
CC(=O)N(C)c1nnc(-c2ccc(C)cc2)s1 | -45 | 10
Cc1ccc2sc(C)[n+](C)c2c1C | 6 | 11

Continued:
SMILES | EP2 modulator | EP2 antag
Cc1cccc(N(CC(=O)NC2CCCC2)C(=O)CCC(=O)Nc2nccs2)c1 | -1 | 10
CCN(CC)c1ccc2cc(C(=O)Nc3cccc(OC)c3)c(=O)oc2c1 | -32 | 8
CCC(=O)Nc1ccc(NC(=O)c2cccc(Cl)c2)nc1 | -34 | 20
COc1cc2c(cc1OC)Cc1cc(OC)c(OC)cc1Cc1cc(OC)c(OC)cc1C2 | -26 | 5
C/C(CC/C(C)=N/O)=N\O | -15 | 15
COc1ccc(-n2c(Cc3ccccc3)nnc2SCC(=O)NCc2ccco2)cc1 | 5 | 13
COc1ccc2[nH]c(=O)c(C(c3nnnn3CC3CCCO3)N3CCC(O)CC3)cc2c1 (stereo unspecified) | 13 | 9
Cc1ccc(NC(=O)CCN2CCC(C)CC2)cc1C | -20 | 9
CC(=O)C1=C(O)C(=O)N(CCc2c[nH]c3ccccc23)C1c1ccccc1Cl (stereo unspecified) | 10 | 12
CCOC(=O)c1ccc(NC(=O)COC(=O)c2cccnc2)cc1 | -53 | 7
COc1ccc(C(=O)C[N+]2=C(C)c3cccn3CC2)cc1 | -6 | 7

This is a subset; count on the stated rates, not on these rows.
